Assay outcomes: PubChem BioAssay, several laboratories
MC4R antagonist = blocks human MC4R cAMP signaling. AID 540295. MC4R-expressing cells, MTII-stimulated cAMP, LANCE TR-FRET. inhibition, % at 6.5 µM. hit rate 0.48% among 360,000. P32245;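 active means inhibition above its plate's cutoff, the mean of tested wells on that plate plus 3 SD, cut at about 29% in these data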;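 further: 0% = Melanotan II alone and 100% = Melanotan II plus saturating MCL0020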
Target sequence (P32245 whole entry, looked up): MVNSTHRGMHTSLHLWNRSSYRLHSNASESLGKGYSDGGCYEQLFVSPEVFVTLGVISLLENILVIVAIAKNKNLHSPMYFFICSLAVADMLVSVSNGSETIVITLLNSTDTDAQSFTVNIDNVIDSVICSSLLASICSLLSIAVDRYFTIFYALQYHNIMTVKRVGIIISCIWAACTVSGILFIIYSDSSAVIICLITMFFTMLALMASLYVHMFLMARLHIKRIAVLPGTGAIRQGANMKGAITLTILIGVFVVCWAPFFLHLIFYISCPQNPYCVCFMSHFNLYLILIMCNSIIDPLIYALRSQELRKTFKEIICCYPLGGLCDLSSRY
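material = U2OS cells stably expressing human melanocortin 4 receptor (MC4R) | also added = Melanotan II challenge | dosing = single nominal compound dose of 6.5 µM | detection = TR-FRET with Eu-cAMP and labeled anti-cAMP, 671 nm | replication = singlicate | timing = compound 30 min, challenge 1 h, detection 1 h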
NCOA2 inhibitor = inhibits human steroid receptor coactivator 2. Q15596. HEK293 GAL4-SRC2 luciferase reporter, luminescence. inhibition, % at 9 µM. hit rate 0.17% among 370,000;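 active means inhibition above the mean inhibition of all tested compounds plus 3 SD, set per campaign, cut at about 52% in these data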;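 further: 0% = DMSO treated cells and 100% = cells given Gossypol at 36 µM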
m5-HT2A agonist = activates the mouse 5-HT2A serotonin receptor. activation, % at 7.6 µM. AID 624169. P35363. CHO-K1 mHTR2A beta-arrestin complementation, luminescence; percent of 30 µM serotonin response. hit rate 0.66% among 360,000;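 active means activation above a run cutoff, the mean activation of all tested compounds plus 3 SD, cut at about 14% in these data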;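 further: 0% = plate median of compound wells and 100% = 30 µM serotonin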
TLR9-MyD88 block = blocks human TLR9 binding to MyD88. inhibition, % at 4.98 µM. CHO BLA complementation TLR9-MyD88, CCF4 FRET ratio. hit rate 0.21% among 340,000;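 active means inhibition above the mean over all tested compounds plus 3 SD, cut at about 21% in these data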;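 further: 0% = DMSO only wells and 100% = clavulanate BLA inhibitor control wells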
ABCB6 inh 2 = blocks the human ABCB6 transporter. Q9NP58. K562-ABCB6 porphyrin accumulation, flow cytometry, 1 h; stronger effect = lower value. fluorescence ratio to DMSO, % at 10 µM. hit rate 0.19% among 360,000;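 active means fluorescence ratio to DMSO below 75%, the collection mean minus 3 SD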;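 further: signal is porphyrin accumulated inside mitochondria; 100% equals median channel fluorescence of DMSO control wells; lower ratio means ABCB6 inhibition with less porphyrin fluorescence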
MC4R ag barr = activates human MC4R beta-arrestin recruitment | P32245 | U2OS MC4R beta-arrestin complementation, luminescence; percent of melanotan II response, DMSO zero | activation, % at 8.9 µM | hit rate 0.98% among 360,000;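 active means activation above a per-plate cutoff, the mean activation of sample wells on that plate plus 3 SD, cut at about 8% in these data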
ABHD5 PLIN5 PPI = blocks binding of human ABHD5 to perilipin-5 | Split G. princeps luciferase complementation, luminescence, 4 h | inhibition, % at 4 µM | hit rate 0.78% among 360,000;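 active means inhibition above the mean inhibition across every tested compound plus 3 SD, cut at about 22% in these data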;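 further: 0% = DMSO only wells and the 100% control is not disclosed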
NOD2 RIPK2 PPI = blocks binding of human NOD2 to RIPK2 | AID 624267 | CHO BLA complementation NOD2-RIPK2, CCF4 ratio | hit rate 0.38% among 360,000 | inhibition, % at 4.98 µM; in the data active means inhibition above about 21%;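 further: 0% = vehicle only and 100% = reference blocker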
Target sequence (O43353 whole entry, looked up): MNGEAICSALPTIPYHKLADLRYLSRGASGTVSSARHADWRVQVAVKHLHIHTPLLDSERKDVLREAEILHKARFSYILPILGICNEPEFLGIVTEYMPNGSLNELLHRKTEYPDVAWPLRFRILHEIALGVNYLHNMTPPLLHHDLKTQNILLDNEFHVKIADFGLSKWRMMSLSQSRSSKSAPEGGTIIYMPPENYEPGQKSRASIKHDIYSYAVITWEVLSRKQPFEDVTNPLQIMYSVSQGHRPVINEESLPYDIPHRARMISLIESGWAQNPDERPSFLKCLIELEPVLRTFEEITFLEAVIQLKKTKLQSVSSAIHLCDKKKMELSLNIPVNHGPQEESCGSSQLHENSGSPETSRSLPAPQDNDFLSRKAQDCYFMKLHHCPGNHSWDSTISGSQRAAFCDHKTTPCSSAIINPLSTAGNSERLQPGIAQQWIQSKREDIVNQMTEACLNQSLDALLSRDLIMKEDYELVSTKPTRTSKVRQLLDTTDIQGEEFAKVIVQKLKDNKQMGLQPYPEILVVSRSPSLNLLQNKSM
Glyco luc inh = blocks N-linked glycosylation in D54 reporter cells; hit rate 0.23% among 360,000; AID 588692; reporter increase, % at 12.5 µM; D54 ERlucT glycosylation luciferase reporter, 24 h; percent of 100 nM tunicamycin response;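 active means mean luciferase reporter signal, scaled so untreated is 0 and the glycosylation-blocking control 100, at or above a set limit in every replicate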;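 further: luciferase carries N-glycosylation sites so blocking glycosylation raises the light; 0% = median of neutral control wells and 100% = median of 100 nM tunicamycin wells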
Cardio protect = myocardial damage modulation in H9c2 cells; AID 588492; protection from H2O2 cell death, % at 20 µM; H9c2 cardiomyocytes, H2O2 injury protection, ATPLite, 2 h; hit rate 0.63% among 360,000;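 active means compounds giving at least 50% protection of heart cells from peroxide-induced death in the single-dose screen, raw or plate-pattern-corrected value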;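 further: 0% = DMSO wells with peroxide and 100% = DMSO wells without peroxide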
Active calls of the source: *; / = not tested or not shown. An excerpt. The share of hits here may be higher or lower than overall.

compound	MC4R antagonist	NCOA2 inhibitor	m5-HT2A agonist	TLR9-MyD88 block	ABCB6 inh 2	MC4R ag barr	ABHD5 PLIN5 PPI	NOD2 RIPK2 PPI	Glyco luc inh	Cardio protect
CN1C(=O)C(O)(c2nnc(-c3ccccc3)o2)c2ccccc21 (configuration not stated)	-4.9	-53.8	-2.5	3.1	93.0	-2.7	-0.2	-6.5	-1.6	-13.1
CN(C)S(=O)(=O)c1cccc(NC(=O)NCCCl)c1	8.7	-16.1	4.0	-0.7	94.0	1.4	-1.2	0.5	2.2	0.2
CCNc1ccc(C(=O)OCC)cc1NC(=O)c1cccc(S(=O)(=O)N2CCOCC2)c1	7.2	-4.7	7.0	-12.3	99.0	2.2	2.1	3.5	-2.0	2.7
O=C1CC(c2ccccc2)c2cccc(F)c21 (configuration not stated)	-3.2	7.4	4.3	6.6	100.0	-0.8	8.0	-15.9	-1.9	-1.1
Cn1c(=O)c2c(nc(C(O)c3ccccc3)n2C)n(C)c1=O (configuration not stated)	5.5	3.5	-1.4	-8.7	95.0	0.1	-0.6	-7.7	3.9	6.2
O=C(c1ccc2c(c1)N(Cc1ccccc1)CCS2)N1CCOCC1	0.1	-37.3	12.6	1.6	98.0	-2.8	-5.9	3.2	1.0	-2.0
CC(Sc1ccc(Cl)cc1)C(=O)NCc1ccc2c(c1)OCO2 (configuration not stated)	10.7	-4.7	22.2*	8.0	102.0	1.1	0.7	-0.6	-1.5	-7.0
COc1ccc(C)cc1NC(=O)Nc1ccc(C(=O)N2CCCC2)cc1	16.5	4.5	-6.9	1.0	93.0	-3.6	5.8	0.4	2.5	-6.9
O=C(Nc1ccc(F)cc1)c1nc[nH]c1C(=O)O	14.4	-6.7	0.5	6.7	99.0	1.2	6.3	1.1	3.6	9.4
Cc1cc(C)c(NC(=O)/C=C\C(=O)O)c(Cl)c1	4.2	-1.1	1.3	-8.2	99.0	-1.6	6.8	1.5	1.9	11.5
Cc1ccc(S(=O)(=O)Oc2ccc(C)cc2/C=N/N=C2\NC(=O)C(C)S2)cc1 (configuration not stated)	2.2	-39.8	0.8	6.2	92.0	-2.3	-3.2	-1.6	-1.0	-7.1
CC1(C)C2CCC1(C)C(OC(=O)CNc1ccccc1)C2 (configuration not stated)	10.5	-17.3	1.7	-6.7	99.0	1.6	-0.6	2.1	-3.7	-5.5
O=S(=O)(NN=Cc1cccc(Cl)c1)c1ccccc1	/	-85.3	-0.9	/	94.0	/	1.9	-0.6	1.1	-1.3
O=C(NCc1ccccn1)C1CC(c2ccccc2O)=NO1 (configuration not stated)	-9.0	5.3	2.9	-4.2	99.0	-2.6	1.4	-5.1	0.6	4.5
O=C(Nc1ccc2c(c1)OCO2)c1cc(C2CCCCN2C(=O)CCc2ccccc2)on1 (configuration not stated)	10.1	13.0	2.9	/	97.0	-1.1	5.8	11.7	-2.0	-14.2
N#Cc1nc(-c2ccc(F)cc2)oc1NCCN1CCOCC1	11.4	16.8	-3.5	-40.0	99.0	1.1	-5.6	-3.3	1.0	11.3
CC(C)OP(C)(=O)CN1CCN(CP(C)(=O)OC(C)C)CC1 (configuration not stated)	5.5	-2.4	0.3	3.7	97.0	2.0	-0.4	-4.3	-2.5	0.0
CC(=O)N=c1sc(S(N)(=O)=O)nn1C	-3.1	-14.7	-2.0	-8.9	99.0	-0.3	1.6	-21.7	-0.6	-1.8
O=C(NCCN1CCOCC1)c1ccc(S(=O)(=O)Nc2ccccc2)cc1	1.9	8.1	-4.1	-9.1	93.0	-1.0	3.9	-5.2	0.6	-0.5
COc1ccccc1NC1C=CS(=O)(=O)C1 (configuration not stated)	14.9	-45.5	1.7	-3.9	92.0	0.1	4.4	2.8	2.5	6.8

(next part)
compound	MC4R antagonist	NCOA2 inhibitor	m5-HT2A agonist	TLR9-MyD88 block	ABCB6 inh 2	MC4R ag barr	ABHD5 PLIN5 PPI	NOD2 RIPK2 PPI	Glyco luc inh	Cardio protect
O=C(Nc1ccc(-n2cnnn2)cc1)C1CCCCC1	13.4	2.0	0.3	0.5	99.0	-1.1	-1.4	-4.1	1.2	9.1
CCOC(=O)c1nc(Nc2ccccc2CC)c2ccccc2n1	4.1	0.5	-2.8	6.2	103.0	-2.0	-1.3	-6.8	-2.2	0.3
Cc1ccc(Oc2ncccc2C(=O)NCC(=O)O)cc1	3.8	-4.8	-0.6	-9.6	97.0	1.3	1.3	4.1	-1.2	-2.6
Cc1cc(C)nc(SCc2nnc(SCC(=O)Nc3nc(-c4ccccc4)cs3)n2-c2ccccc2)n1	-2.3	9.4	-5.8	-8.8	94.0	-0.9	0.1	-6.4	-0.9	-1.6
CC(C)Cc1ccc(C(=O)NCCOc2ccccc2)o1	7.6	-15.2	3.2	2.0	92.0	-2.3	6.3	-5.9	-15.5	-3.7
COc1ccc(CC(=O)NNC(=S)NC(=O)c2cccnc2)cc1	2.5	4.7	9.8	10.9	89.0	-0.6	-3.4	-3.6	2.5	11.7
O=C(O)CC(NS(=O)(=O)Cc1ccccc1)c1cccc([N+](=O)[O-])c1 (configuration not stated)	6.4	-19.3	4.4	-5.1	97.0	-1.8	9.4	-5.5	0.3	-3.2
COC(=O)c1ccc2nc(-c3ccco3)c(Cc3ccccc3)n2c1	/	5.9	-5.6	/	101.0	/	67.4*	4.2	-0.1	2.1
O=C(NCc1nc2ccccc2[nH]1)C1=C[C@H](C2CCCCC2)C[C@H](OCCCCO)O1	7.1	-3.2	-6.8	-8.2	95.0	0.4	1.6	4.3	-0.4	-4.2
C=CCOc1ccc(C2NC(=S)NC3=C2CCc2ccccc23)cc1 (configuration not stated)	1.7	-7.4	-1.8	-5.7	96.0	0.2	-8.9	6.1	-0.7	-7.9
CCN(Cc1nc(-c2ccc(OC)cc2)no1)C(=O)c1ccoc1C	1.6	-33.8	-3.1	5.2	98.0	-1.1	12.2	1.1	0.1	3.8
O=C(CSc1nnc(C2CCCCC2)o1)N1CCCCC1	-2.4	-34.4	11.4	-4.2	100.0	-0.9	-1.0	4.2	1.0	8.0
O=C(CCN1CCOCC1)N1CCCC(Nc2ccc(F)cc2)C1 (configuration not stated)	-9.6	-11.8	5.2	3.0	90.0	-0.6	-0.9	-0.5	0.8	-0.6
C/C(=N\NC(=O)C1CC1c1ccccc1)c1cccc([N+](=O)[O-])c1 (configuration not stated)	2.1	-16.8	2.4	5.3	82.0	3.5	-6.5	-6.3	-0.9	-2.7
O=C(Cc1cccs1)N(c1ccccc1)C1C=CS(=O)(=O)C1 (configuration not stated)	-3.4	-1.6	1.7	0.9	96.0	-1.5	8.3	-12.7	0.6	-5.1
O=c1cc(CSc2nnnn2-c2ccccc2)nc2scc(-c3ccccc3)n12	-0.6	-1.0	-0.2	-1.1	102.0	-1.4	-1.9	-6.6	-2.9	1.6
CC(C)(C)c1ccc(Cc2n[nH]c(=S)[nH]c2=O)cc1	1.2	-14.2	15.1*	-6.8	97.0	-0.7	2.8	-8.6	3.9	-2.3
O=C(Nc1cccc(F)c1)C1CCN(c2nnnn2-c2ccccc2)CC1	10.5	-16.7	3.0	7.4	103.0	-0.9	-0.5	-3.6	-1.8	4.2
O=C(CNC(=O)c1ccco1)OCC(=O)c1ccc(Br)cc1	6.9	-26.7	-5.9	0.7	99.0	-0.7	-4.8	-13.6	1.9	5.9
COc1ccc(-c2c(-c3cc(OC)cc(OC)c3)n(C)c3ccc(-c4ccc(OC)nc4)cc23)cc1	5.0	-42.3	1.6	-6.7	102.0	0.4	3.7	-16.8	-2.2	-1.3

Remaining list, next part.
compound	MC4R antagonist	NCOA2 inhibitor	m5-HT2A agonist	TLR9-MyD88 block	ABCB6 inh 2	MC4R ag barr	ABHD5 PLIN5 PPI	NOD2 RIPK2 PPI	Glyco luc inh	Cardio protect
c1ccc2c(CNCCN3CCOCC3)cccc2c1	0.8	-8.7	1.3	2.6	88.0	1.8	0.1	-2.4	2.9	-7.0
N#Cc1nc(COc2ccc(-c3ccccc3)cc2)oc1NCc1cccnc1	-2.4	9.7	1.5	0.4	106.0	-1.2	-3.3	-1.2	1.4	11.2
CCOC(=O)c1cc2c(=O)n3ccccc3nc2n(C(C)C)c1=NC(=O)c1c(-c2c(F)cccc2Cl)noc1C	7.1	-17.2	0.5	-0.3	135.0	0.6	7.1	-8.1	-4.9	3.2
Cc1[nH]c2ccccc2c1C(=O)COC(=O)C1CC(=O)N(Cc2ccco2)C1 (configuration not stated)	1.8	-10.0	-4.8	-2.1	95.0	0.3	5.1	-2.4	0.4	9.5
CCCCN(CCCC)Cc1cc(=O)oc2cc(OC)ccc12	/	-11.7	-1.2	/	101.0	/	-3.5	-16.6	-2.1	-2.3
CCOC(=O)C1=C(C)N2C(=C(C#N)[C@@H]1c1ccc(C(=O)OC)cc1)SC[C@@]2(O)C(C)(C)C	32.9*	23.1	-8.0	10.7	100.0	0.5	-3.8	1.9	0.4	-0.7
COC(=O)c1c(NS(=O)(=O)Cc2ccccc2)sc2c1CCCC2	-6.7	9.3	1.9	-13.6	104.0	2.5	-0.9	-12.0	-0.1	2.7
COc1ccc(OC)c(CCNC(=O)Cn2cccc2C(=O)c2ccccc2)c1	-1.4	-3.0	13.0	-5.3	97.0	0.9	6.7	1.7	-0.4	-1.0
CC(=O)Nc1ccc(C(=O)N/N=C/c2ccccc2OC(=O)c2ccc(Cl)cc2)cc1	1.5	-8.4	-3.9	-1.2	/	-1.3	-7.4	-8.2	-0.8	56.1*
COc1ccc(OC)c(NC(=O)Nc2nnc(N3CCCCC3C)s2)c1 (configuration not stated)	-3.1	-6.5	-3.2	4.5	98.0	2.5	1.8	-4.3	2.4	4.7
Cc1onc(-c2ccccc2)c1CNC(=O)Nc1ccc(F)cc1F	11.7	-6.7	-0.6	9.6	90.0	-2.4	-4.5	-8.1	-2.9	-7.0
Cc1[nH]n2c(=O)cc(C(C)(C)C)nc2c1-c1ccccc1	8.7	14.2	4.1	-13.2	108.0	-0.3	2.6	-3.6	3.0	52.9*
CCCS(=O)(=O)N1CCN(C(=O)CCC2CCCC2)CC1	0.2	-8.7	-1.3	-2.7	95.0	-0.9	-4.4	7.3	1.4	1.5
CCOC(=O)c1c(C)n(CCNC(C)=O)c2ccc(OC)cc12	0.2	-4.1	5.1	-1.1	94.0	-1.4	1.9	-16.1	0.9	-5.6
O=C1CC(NS(=O)(=O)c2cccnc2)CN1c1ccc(Cl)cc1 (configuration not stated)	8.4	9.3	-4.2	3.1	102.0	-5.2	-0.5	10.9	0.5	-1.9

3 structures from above, ordered by count of non-hydrogen atoms, smallest number first:
compound	MC4R antagonist	NCOA2 inhibitor	m5-HT2A agonist	TLR9-MyD88 block	ABCB6 inh 2	MC4R ag barr	ABHD5 PLIN5 PPI	NOD2 RIPK2 PPI	Glyco luc inh	Cardio protect
CC(=O)N=c1sc(S(N)(=O)=O)nn1C	-3.1	-14.7	-2.0	-8.9	99.0	-0.3	1.6	-21.7	-0.6	-1.8
O=C(Cc1cccs1)N(c1ccccc1)C1C=CS(=O)(=O)C1 (configuration not stated)	-3.4	-1.6	1.7	0.9	96.0	-1.5	8.3	-12.7	0.6	-5.1
O=C(c1ccc2c(c1)N(Cc1ccccc1)CCS2)N1CCOCC1	0.1	-37.3	12.6	1.6	98.0	-2.8	-5.9	3.2	1.0	-2.0
